Screening results (PubChem BioAssay)
PNC inhibitor: High Content Assay for Compounds that inhibit the Assembly of the Perinucleolar Compartment; PC3M PTB-GFP, PNC prevalence imaging, 16 h; stronger effect = lower value; activity change (PNC), negative = inhibition, % at 10 µM; 3.1% of 140,000 active;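 active = readout at or below -70, meaning at least 70% loss of cells showing the perinucleolar compartment, a nuclear body marking cancer cells; inconclusive = readout between -30 and a set limit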;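 note: plate controls were DMSO wells for no effect and camptothecin positive control wells for full effect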
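PC3M cells stably expressing PTB-GFP, 750–1000 cells/well, treated 16 h at 37 °C with compound (23 nl of library stock), in duplicate. After paraformaldehyde fixation and Hoechst stain, imaged at 20x; PNC prevalence scored by image analysis.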
15-hLO-2 inh: qHTS Assay for Inhibitors of 15-hLO-2 (15-human lipoxygenase 2); AID 881, 2007; purified 15hLO-2, xylenol orange hydroperoxide absorbance; Polyunsaturated fatty acid lipoxygenase ALOX15B (Homo sapiens), O15296; 0.56% of 110,000 active; Potency, µM (top dose mostly 57.1 µM), for the others: at the highest dose activity change, negative = inhibition, most hits filed as inhibitors; note: potency is the fitted concentration of half-maximal effect; nearly all actives have a fitted effect of over 60% in size; many of its hits are not listed in these tables
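Read-out: hydroperoxide product oxidises ferrous iron, measured as xylenol orange complex via the 573-to-405 nm absorbance ratio after 30 min. Reaction: 50 nM enzyme, 15 min compound preincubation, 45 uM arachidonic acid, 90 min RT, Hepes pH 7.5 with Triton X-100.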
IMPase cell inh: qHTS Assay for Identifying the Cell-Membrane Permeable IMPase Inhibitors; Inositol monophosphatase 1 (Rattus norvegicus), P97697; CHO-M1 cells, IP1 accumulation, HTRF TR-FRET ratio; inhibition (IP1 accumulation), % at 46.1 µM; 120,000 tested, under 10 active; AID 901, 2007; active = well fitted curve in the direction sought with a large enough effect in the signal ratio, not every such curve was filed as active; inconclusive = small, poorly fitted or top-dose-only effect, or a change in a side signal; inactive = no such curve, though single readings can be large or run the other way; the % refers to the signal ratio;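 note: cells stimulated with carbachol in lithium chloride buffer; plate controls were DMSO basal wells for no effect and reference inhibitor wells for full effect; higher means more IMPase inhibition seen as more IP1 and lower FRET ratio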
Target sequence (P97697 whole entry, looked up): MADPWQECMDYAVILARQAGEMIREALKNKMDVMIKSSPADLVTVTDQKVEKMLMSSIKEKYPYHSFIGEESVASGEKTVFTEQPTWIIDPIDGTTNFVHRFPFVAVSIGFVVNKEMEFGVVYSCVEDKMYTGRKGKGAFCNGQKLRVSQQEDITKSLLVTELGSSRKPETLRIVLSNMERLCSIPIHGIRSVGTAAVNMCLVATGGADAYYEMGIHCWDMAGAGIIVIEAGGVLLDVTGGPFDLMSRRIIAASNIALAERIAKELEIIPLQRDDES
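CHO-M1, 2000 cells/well, cultured 16–30 h; cpd up to 46 uM; carbachol (50 uM solution, stimulation buffer w/ 50 mM LiCl, pH 7.4), 30 min 37C; IP-One TR-FRET, 10 min RT; Ex 320/Em 665, 620; Hill-fit AC50.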
ALOX12 inhib: qHTS Assay for Inhibitors of 12-hLO (12-human lipoxygenase); Polyunsaturated fatty acid lipoxygenase ALOX12 (Homo sapiens), P18054; purified 12-hLO, xylenol orange hydroperoxide absorbance; Potency, µM (top dose mostly 57.1 µM), for the others: top-dose activity change, negative = inhibition, actives largely listed as inhibitors; AID 1452, 2008; 0.12% of 150,000 active; note: potency is the fitted concentration of half-maximal effect; nearly all actives have a fitted effect of over 55% in size; many of its hits are not listed in these tables
Target sequence (P18054 whole entry, looked up): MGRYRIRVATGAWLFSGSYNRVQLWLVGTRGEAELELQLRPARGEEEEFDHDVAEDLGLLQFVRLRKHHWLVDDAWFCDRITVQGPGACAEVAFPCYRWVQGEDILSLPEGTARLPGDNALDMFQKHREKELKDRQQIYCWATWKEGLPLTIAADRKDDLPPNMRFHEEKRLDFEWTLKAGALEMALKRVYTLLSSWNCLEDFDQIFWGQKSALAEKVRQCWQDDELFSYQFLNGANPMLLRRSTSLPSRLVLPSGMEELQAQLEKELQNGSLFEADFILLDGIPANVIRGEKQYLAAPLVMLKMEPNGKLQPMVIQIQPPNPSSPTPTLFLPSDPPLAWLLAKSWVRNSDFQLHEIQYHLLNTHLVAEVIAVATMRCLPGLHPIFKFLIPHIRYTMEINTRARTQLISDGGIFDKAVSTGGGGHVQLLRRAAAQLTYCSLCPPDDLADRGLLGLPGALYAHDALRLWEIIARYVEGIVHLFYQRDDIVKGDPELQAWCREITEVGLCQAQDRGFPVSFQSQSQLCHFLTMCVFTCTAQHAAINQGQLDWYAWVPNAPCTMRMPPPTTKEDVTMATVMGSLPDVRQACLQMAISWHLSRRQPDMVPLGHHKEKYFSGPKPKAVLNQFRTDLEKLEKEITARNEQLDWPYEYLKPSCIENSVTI
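Hydroperoxide formation by human 12-lipoxygenase from 40 uM arachidonic acid was followed colorimetrically via ferric-xylenol orange complex, using the 573/405 nm absorbance ratio. Enzyme concentration was 150 nM, with 30 min reaction at room temperature.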
Active calls of the source: *; ? = inconclusive; · = no result given; [ ] = another dose, or the depositor's remark. Unless noted, calls come from the whole dose curve; as a rule, active = well fitted curve in the direction sought with a large enough effect; inconclusive = small, poorly fitted or top-dose-only effect, or another doubt; inactive = no such curve, though single readings can be large; an effect the other way counts as inactive or inconclusive. Unless noted, % is set by controls: 0 for no effect and ±100 for the full control effect. Only part of the results is shown; the hit share may differ from the screen's.

PNC inhibitor	smiles	ALOX12 inhib	15-hLO-2 inh	IMPase cell inh
30	Cc1cc(OCC(=O)Nc2cccc(S(=O)(=O)NC3=NCCCCC3)c2)ccc1Cl	-2%	·	1
22	CCC(=O)c1ccc(N2CCN(C(=O)c3cc([N+](=O)[O-])ccc3N3CCN(C)CC3)CC2)c(F)c1	0%	29%	-1
20	CC(=O)OCc1c(C(F)(F)F)nn(C)c1Oc1ccccc1	1%	2%	6
45	OC(C#CCN1CCOCC1)(c1ccccc1)C1CCCCC1 (stereo not drawn)	7%	6%	8
-4	COc1cccc(-c2nc(C(N)=O)c3[nH]c(=O)n(-c4cccc(Cl)c4)c3n2)c1OC	1%	5%	2
-11	O=C(/C=C/c1cccc(F)c1)Nc1cc(S(=O)(=O)N2CCOCC2)ccc1N1CCCC1	-3%	·	·
-10	CCn1c(Cc2ccccc2)nnc1SCc1ccc([N+](=O)[O-])cc1	2%	·	3
8	CCCCNC(=O)CC1Nc2ccccc2NC1=O (stereo not drawn)	-6%	-4%	-2
13	CCCOc1ccc(S(=O)(=O)NCCN2CCOCC2)c2ccccc12	-2%	14%	-8
24	Cc1ccc(C)c(/C(O)=C2\C(=O)C(=O)N(CCCn3ccnc3)C2c2ccncc2)c1 (stereo not drawn)	-3%	32%[activator]	4
17	COC(=O)N/N=C/c1c[nH]c2ccccc12	0%	·	·
?	CN(C)CCNC=C(C(=O)Nc1ccc(Cl)cc1Cl)C(=O)Nc1ccc(Cl)cc1Cl	?	31%[activator][11.4 µM]	6[1.84 µM]
45	O=C(NC1CCCCC1)C(c1ccccc1)N1CCOCC1 (stereo not drawn)	0%	·	2
-16	Cc1cc2nc(N)sc2cc1[N+](=O)[O-]	9%	4%	-2
-5	CCOc1c(Br)cc(C(N)=O)cc1OCc1ccccc1	-3%	·	·

7 entries from above in another layout:
Below each compound: PNC inhibitor, ALOX12 inhib, 15-hLO-2 inh, IMPase cell inh
CCn1c(Cc2ccccc2)nnc1SCc1ccc([N+](=O)[O-])cc1
→ -10, 2%, ·, 3
CCOc1c(Br)cc(C(N)=O)cc1OCc1ccccc1
→ -5, -3%, ·, ·
CCCCNC(=O)CC1Nc2ccccc2NC1=O (stereo not drawn)
→ 8, -6%, -4%, -2
COc1cccc(-c2nc(C(N)=O)c3[nH]c(=O)n(-c4cccc(Cl)c4)c3n2)c1OC
→ -4, 1%, 5%, 2
Cc1cc(OCC(=O)Nc2cccc(S(=O)(=O)NC3=NCCCCC3)c2)ccc1Cl
→ 30, -2%, ·, 1
OC(C#CCN1CCOCC1)(c1ccccc1)C1CCCCC1 (stereo not drawn)
→ 45, 7%, 6%, 8
Cc1cc2nc(N)sc2cc1[N+](=O)[O-]
→ -16, 9%, 4%, -2

Entries of single compounds, looked up by structure:
OC(C#CCN1CCOCC1)(c1ccccc1)C1CCCCC1 (stereo not drawn) reads PNC inhibitor = 45; ALOX12 inhib = 7%; 15-hLO-2 inh = 6%; IMPase cell inh = 8
CN(C)CCNC=C(C(=O)Nc1ccc(Cl)cc1Cl)C(=O)Nc1ccc(Cl)cc1Cl reads PNC inhibitor = ?; ALOX12 inhib = ?; 15-hLO-2 inh = 31%[activator][11.4 µM]; IMPase cell inh = 6[1.84 µM]

An excerpt from above, reduced to ALOX12 inhib, IMPase cell inh and 15-hLO-2 inh:
| SMILES | ALOX12 inhib | IMPase cell inh | 15-hLO-2 inh |
| --- | --- | --- | --- |
| O=C(/C=C/c1cccc(F)c1)Nc1cc(S(=O)(=O)N2CCOCC2)ccc1N1CCCC1 | -3% | · | · |
| CCn1c(Cc2ccccc2)nnc1SCc1ccc([N+](=O)[O-])cc1 | 2% | 3 | · |

Next results
PNC inhibitor	smiles	ALOX12 inhib	15-hLO-2 inh	IMPase cell inh
-11	CN1C(=O)CC(N2CCC(C(N)=O)(N3CCCCC3)CC2)C1=O (stereo not drawn)	-4%	1%[2.29 µM]	-11
13	COc1ccc(NC(=O)c2cc(C(C)C)on2)c(OC)c1	-6%	-1%	3
18	Cc1ccccc1-c1nnc(SCC(=O)Nc2cccc(C)c2C)o1	-6%	-2%	-2
42	Cc1ccc(Cn2ccc(NC(=O)c3cc(C(C)C)on3)n2)cc1	6%	22%	10
36	Cc1ccc(C(=O)N/C(=C\c2ccc(Cl)cc2)C(=O)NCC2CCCO2)cc1 (stereo not drawn)	-2%	·	-4
6	Cc1ccc(C(=O)OCC(=O)Nc2ccccc2N2CCOCC2)cc1	3%	·	14
-13	COc1cc(C(=O)Nc2ccc(OCC(=O)O)cc2)cc(OC)c1OC	-2%	-4%	6
22	NC(=O)C1CC(O)CN1c1nc(CN2CCOCC2)nc2scc(-c3ccccc3)c12 (stereo not drawn)	-3%	4%	11
-96*	COc1ccccc1NC1=CC(=O)CC(c2ccccc2)C1 (stereo not drawn)	-2%	·	·
-7	Nc1nc(-c2ccccc2)cn1N	-3%	18%	-1
·	Cc1ccc(CNC(=O)[C@H](C)[C@@H]2C[C@@]2(C)[C@@H](NC(=O)OCc2ccccc2)c2ccccc2)c(F)c1F	-2%	-5%	·
6	Cc1cc(C)c(S(=O)(=O)c2ccccc2C(=O)O)c(C)c1	6%	-2%	6
-11	COc1ccc(-n2nc(C(=O)NCC(=O)NCC3CCCO3)c3ccccc3c2=O)cc1Cl (stereo not drawn)	-1%	3%	-2
3	Cc1cc(NC(=O)COc2ccc(N(C)S(=O)(=O)c3ccccc3)cc2)no1	3%	0%	6
?	O=S(=O)(NCc1ccccc1)c1ccc(S(=O)(=O)N(Cc2cccs2)CC2CCCO2)cc1 (stereo not drawn)	-1%	-4%	4

Other results.
PNC inhibitor	smiles	ALOX12 inhib	15-hLO-2 inh	IMPase cell inh
?	Cc1c(NC(=O)c2nn3c(C(F)(F)F)cc(-c4ccccc4)nc3c2Br)c(=O)n(-c2ccccc2)n1C	-2%	·	·
-10	Cc1cc(C)c2nc(C(F)(F)F)nc(N3CC(C)OC(C)C3)c2c1 (stereo not drawn)	-3%	21%	?
?	O=C(Nc1ccccc1N1CCN(c2ccc(F)cc2)CC1)c1ccccc1	-19%	12%	30
22	O=c1cc(O)nc(SC23CC4CC(CC(C4)C2)C3)[nH]1	-14%	?	-4
176	Cc1cc(C(=O)N/N=C/c2cccc([N+](=O)[O-])c2)c(C)n1-c1ccccc1	-1%	·	·
?	C=CCOC(=O)C1=C(C)NC(=O)NC1/C=C/c1ccccc1OC (stereo not drawn)	1%	·	·
?	CCN(CC)Cc1c[nH]c2c(C(=O)OC)cccc12	4%	·	-7
52	CCC/C(=N\NC(=O)CNC(=O)/C=C/c1ccco1)c1ccccc1	-7%	·	?
40	COc1ccc(CCNC(=O)c2nnn(-c3cccc(C)c3)c2N)cc1OC	-1%	-4%	5
?	CC1CC(C)CN(C(=O)c2ccc3c(c2NCCO)C(=O)c2ccccc2C3=O)C1 (stereo not drawn)	-6%	-4%	5
3	O=C(O)c1cccnc1-c1ncccc1C(=O)O	-1%	-7%	-6
0	Cc1nn(C)c(C)c1NC(=O)c1ccc(Cl)cc1	-1%	3%	3
0	CC1(C)CC(=O)C(=Cc2cn(CCC#N)nc2-c2ccc(Cl)cc2)C(=O)C1	-8%	·	·
40	CCc1ccc2nc(-c3cccc(C)c3)nc(SCC(=O)NCC3CCCO3)c2c1 (stereo not drawn)	-3%	4%	-5
21	Cc1[nH]n(-c2ccc([N+](=O)[O-])cc2)c(=O)c1C=NCCN1CCN(C(=O)c2cccc(F)c2)CC1	5%	12%	0

The list continues:
PNC inhibitor	smiles	ALOX12 inhib	15-hLO-2 inh	IMPase cell inh
-14	O=C(NCc1cn2ccsc2n1)c1cccc(C(F)(F)F)c1	2%	23%	-6
35	C#CCOCCOCCOCCNc1nc(N2CCN(C(=O)Cn3cc(CC(C)O)nn3)CC2)nc(N2CCN(C(=O)[C@H](CCCCN)n3cc(CCC(=O)O)nn3)CC2)n1 (stereo partly drawn)	-6%	·	·
15	CCS(=O)(=O)Nc1c(C)n(C)n(-c2ccccc2)c1=O	3%	4%	3
-14	Cc1ccc(N(CC(=O)Nc2ccc(S(=O)(=O)N3CCOCC3)cc2)S(C)(=O)=O)cc1C	10%	-12%	-4
9	CCOC(=O)c1[nH]c(C)c(C(=O)NC2CCCCCC2)c1C	-1%	·	-13
35	CCOC(=O)CSc1nnc(CSc2nc3ccccc3c(=O)[nH]2)n1-c1ccccc1	-8%	-4%	12
-13	CCOc1ccc(CCNC(=O)CSc2cc(=O)n(C)c3ccc(Cl)cc23)cc1OCC	-4%	·	-8
20	COc1ccc(Cl)c(Cn2c(NCCCO)nc3c2c(=O)n(C)c(=O)n3C)c1	-3%	-3%	-1
?	Cc1cc(C)cc(NC(=O)CCc2nc3ccccc3[nH]2)c1	-9%	-4%	-2
?	CN1C(=O)NC2(O)C(=O)c3ccccc3C12O (stereo not drawn)	-6%	·	·
-17	CCOc1ccc2[nH]c(=O)c(CN(Cc3ccco3)Cc3nnnn3Cc3ccccc3)cc2c1	-16%	6%	9
-27	COc1ccc(CCN2C(=O)C3C4CC(C5C(C(=O)O)=NOC45)C3C2=O)cc1OC (stereo not drawn)	2%	3%	5
16	CCN1CCN(C(=O)C(C)N(c2ccc(C)cc2)S(C)(=O)=O)CC1 (stereo not drawn)	0%	6%	4
9	CCCn1c(SCC(=O)Nc2nc(C)cs2)nnc1-c1cccnc1	-2%	13%	2
39	O=c1cc(CSc2nnnn2-c2ccccc2)nc2nc[nH]n12	1%	0%[2.29 µM]	5

Carrying on.
PNC inhibitor	smiles	ALOX12 inhib	15-hLO-2 inh	IMPase cell inh
35	CC(C)(S)[C@@H](N)C(=O)O	1%	-5%[0.0915 µM]	·
-19	COC(=O)c1ccc2c(c1)C(C)(C)C(/C=C/c1ccccc1O)=[N+]2C	14µM*	16µM*	5
?	COc1ccc(NC(=S)NCCc2ccccc2OC)c(OC)c1	-27%	?	6
?	CC(C)C(NC(=O)c1cccs1)c1nnc(SCC(=O)Nc2nccs2)n1C (stereo not drawn)	1%	7%[2.29 µM]	-7
?	Cc1nc(NC(=O)CN2CCOCC2)sc1-c1ccccc1	1%	12%	4
22	O=C(c1cnn2c(C(F)(F)F)cc(-c3ccccc3)nc12)N1CCCc2ccccc21	-2%	-10%	-7
?	O=C(Nc1ccc(Cc2ccncc2)cc1)c1ccc(Br)o1	3%	-3%[11.4 µM]	-3[1.84 µM]
41	COc1ccc(OC)c2c(C)cc(C)nc12	-2%	·	·
?	COc1ccc(OC)c(CCNC(=O)CC2Oc3ccccc3NC2=O)c1 (stereo not drawn)	-4%	-1%	0
-5	COc1ccccc1-c1cc2ccccc2[nH]1	2%	·	2[0.0738 µM]
48	CCc1[nH]nc2c1C1(C(=O)N(Cc3ccccc3)c3ccccc31)C(C#N)=C(N)O2 (stereo not drawn)	1%	-5%	5
-30	CC1CCN(c2cc(=O)n(C3CCCCC3)c(=O)[nH]2)CC1	3%	-2%	-9
